High-throughput results (PubChem BioAssay)
T cell HTS = T cell immune modulators affecting CD8 T cell-vesicle binding | 2C CD8+ T cell-vesicle binding, flow cytometry; hits give low values | calls only at 7 µM | hit rate 0.068% among 330,000 | AID 2052;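 active means response, share of CD8 T cells binding vesicles, and their 90th percentile fluorescence all below set limits, cut at about 80% in these data, passing the limit was not always enough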
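Assay system – 2C mouse CD8+ T cells · Also added – QL9-loaded Drosophila micro-vesicles · Timing – Cell–vesicle co-incubation 1.5 h at 37 °C, staining 20 min on ice · Signal – flow cytometry of vesicle-bound cells · Measure – percent CD8+ FL2 mean versus row control · Controls – Peptide-free naked vesicles (low) and QL9 vesicles with 0.7% DMSO vehicle (high)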
GPR55 activation = selective activators of receptor GPR55 – imaging, U2OS cells, beta-arrestin-GFP redistribution, primary screen (AID 1961) | hit rate 0.048% among 290,000 | U2OS GPR55 beta-arrestin-GFP redistribution imaging; higher % means a stronger effect | one-dose activation, % at 10 µM; EC50 in µM for titrated hits;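 active means activation above 40% with more than 50 cells counted in the well; inconclusive means wells holding fewer than 50 cells, flagged as toxic or sparse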;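 further: U2OS osteosarcoma cells stably expressing GPR55 and beta-arrestin-GFP; plate controls were DMSO negative control for no effect and LPI positive control for full effect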
Lipid droplet = hepatic lipid droplet formation modulation. AML12 mouse hepatocytes, oleate lipid droplets, BODIPY imaging. inhibition, % at 6.5 µM. hit rate 0.4% among 240,000. AID 1656;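 active means lipid droplet intensity inhibited by at least 50%, with more than 500 cells counted; inconclusive means wells with under 300 cells, treated as cytotoxic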
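Assay system: AML12 mouse liver cells | Compound dosing: One dose, 6.5 µM compound | Read-out basis: Droplet intensity reduction, % inhibition | Measured by: Fluorescence imaging, 20x objective, two fields per well | Schedule: Overnight treatment with compound plus oleate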
GPR35 arrestin U2OS = GPR35 antagonists blocking zaprinast-driven arrestin recruitment, primary screen, imaging, U2OS, beta-arrestin-GFP, zaprinast agonist (AID 2058); U2OS GPR35 beta-arrestin-GFP translocation imaging, zaprinast antagonism; higher % means a stronger effect; one-dose inhibition, % at 10 µM; IC50 in µM for titrated hits; hit rate 0.052% among 290,000;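 active means inhibition of at least 50% with at least 30 cells and total cytoplasm GFP at most 10,000,000; inconclusive means under 30 cells or total GFP of 10,000,000 plus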
GPR55 LPI antagonism = inhibition of LPI-stimulated GPR55 beta-arrestin translocation – imaging, U2OS, beta-arrestin-GFP, LPI agonist, primary screen (AID 2013). U2OS GPR55 beta-arrestin-GFP translocation imaging, LPI antagonism; higher % means a stronger effect. one-dose inhibition, % at 10 µM; IC50 in µM for titrated hits. hit rate 0.13% among 290,000;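 active means spots per cell inhibited over 60%, with over 100 cells counted and total cytoplasm intensity under 500,000; inconclusive means wells with under 100 cells, flagged as likely toxic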;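 further: U2OS cells stably carrying GPR55 and arrestin-GFP stimulated by 5 µM LPI near EC80; imaged beta-arrestin-GFP aggregate spots per cell after agonist stimulation; plate controls were LPI-stimulated DMSO wells for no effect and DMSO wells without LPI for full effect; some results filed as inactive read as strong as hits; confirmed hits need IC50 under 10 µM and bright autofluorescent wells are also inconclusive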
Large T inhibition = SV40 large T antigen inhibitors, biochemical (AID 1903) | SV40 large T antigen ATPase/helicase inhibition assay; higher % means a stronger effect | inhibition, % at 20 µM; hits with a dose series show IC50 in µM | hit rate 0.39% among 310,000; in the data active means a potency from the dose series; inconclusive means inhibition mostly from about 32% at the one dose, without a potency; inactive means the rest, 99 in 100 with inhibition below about 32%; further: strong numbers were not always called active
Rac1 GTP hydrolysis = MgcRacGAP GTPase-activating activity inhibitors, confirmation, biochemical, ADP Hunter fluorescence. MgcRacGAP-stimulated Rac1 GTP hydrolysis, ADP Hunter fluorescence; higher % means a stronger effect; GST-tagged Rac1 F28L mutant substrate. one-dose inhibition, % at 30 µM; IC50 in µM for titrated hits. hit rate 0.6% among 340,000. AID 624330;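 active means first-screen hits whose inhibition reached a set limit at any dose in the follow-up dose series; inconclusive means inhibition above the set first-screen limit but never retested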;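 further: fluorescence reports GDP produced by GAP-driven GTP hydrolysis; strong numbers were not always called active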
LYP phosphatase = inhibitors of LYP phosphatase, biochemical, fluorescence intensity, uHTS (AID 1779); recombinant LYP phosphatase, fluorescence intensity; higher % means a stronger effect; inhibition, % at 11.5 µM, or IC50 in µM where a hit was titrated; hit rate 0.054% among 290,000; in the data active means inhibition above about 50%;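 further: plate controls were vehicle with enzyme for no effect and no enzyme for full effect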
NTR1 agonist = agonists of NTR1, primary screen, imaging, U2OS cells, beta-arrestin-GFP, high content (AID 493036); P30989; NTR1-U2OS beta-arrestin-GFP spot imaging, agonist mode; activation, % at 20 µM; hit rate 0.17% among 330,000;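 active means activation at or above 40% of the spot to cytoplasm intensity ratio, with at least 20 cells analyzed; inconclusive means wells under 20 cells, flagged as cytotoxic or low count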;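 further: 0% = DMSO without peptide and 100% = 100 nM NTR1 peptide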
Target sequence (P30989 whole entry, looked up): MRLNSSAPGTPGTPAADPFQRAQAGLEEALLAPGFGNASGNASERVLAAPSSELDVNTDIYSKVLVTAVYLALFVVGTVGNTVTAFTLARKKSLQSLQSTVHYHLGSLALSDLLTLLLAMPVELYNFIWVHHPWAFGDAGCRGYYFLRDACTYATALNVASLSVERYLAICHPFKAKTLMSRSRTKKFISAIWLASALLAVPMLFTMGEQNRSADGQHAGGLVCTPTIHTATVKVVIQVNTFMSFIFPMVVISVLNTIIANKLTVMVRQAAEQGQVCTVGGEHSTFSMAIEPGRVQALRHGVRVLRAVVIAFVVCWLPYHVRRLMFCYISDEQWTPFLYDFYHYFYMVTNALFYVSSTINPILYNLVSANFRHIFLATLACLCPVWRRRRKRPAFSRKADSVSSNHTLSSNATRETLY
Lipid droplet cells 6.5 µM = recorded beside Lipid droplet, whose call it bears; cell count; measured here: cell count, cytotoxicity flag;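 cells counted across two imaged fields per well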
T cell HTS vesicle-bound % = further read-out of T cell HTS, marked with its call; double positive events, %; measured here: CD8+ vesicle-bound cell fraction;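 binding gate set so that unloaded-vesicle control wells show 10% double positive cells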
NTR1 agonist cell count 20 µM = also measured in NTR1 agonist; calls as there; cell count; measured here: cell count, cytotoxicity flag
Starred values were filed as active, the others as inactive; i = inactive; ? = inconclusive; . = not tested or not shown.

Second line of a record: T cell HTS	T cell HTS vesicle-bound %	GPR55 activation	Lipid droplet	Lipid droplet cells 6.5 µM	GPR35 arrestin U2OS	GPR55 LPI antagonism	Large T inhibition	Rac1 GTP hydrolysis	LYP phosphatase	NTR1 agonist	NTR1 agonist cell count 20 µM
> CCN(CC(=O)NCc1ccc(Cl)cc1)C(=O)CCOc1ccc(C)cc1
→ i	50.4	.	.	.	.	.	11.4%	5.8%	.	-0.7	50
> N=c1c(S(=O)(=O)c2ccccc2)cc2c(=O)n3ccccc3nc2n1C1CCCC1
→ i	20.9	0.5%	10.7	868	5.9%	9.6%	0.9%	-0.7%	-23.3%	9.6	49
> CC1CC(Nc2cccc(O)c2)=CC(=O)O1 (centres undefined)
→ i	39.9	-0.2%	6.1	803	-10.7%	-0.3%	14.7%	1.1%	-9.5%	-0.5	49
> Cc1cc(-c2ccccc2)n(-c2ccccc2)n1
→ i	57.4	-0.2%	16.3	811	-1.2%	13.6%	8.8%	-3.7%	-2.8%	1.7	62
> Cc1ccc(CN2CCN(C3CCOCC3)CC2CCO)cc1 (centres undefined)
→ i	18.2	0.4%	7.1	765	1.0%	8.2%	4.0%	8.1%	-4.5%	0.3	65
> C=CCn1cccc(C(=O)Nc2ccc(N(C)C)cc2)c1=O
→ i	59.7	0.0%	5.0	798	16.1%	9.7%	?	?	-5.2%	2.0	90
> O=C(Cn1nc(C(F)(F)F)c2c1CCC2)NC1CCCCC1
→ i	57.3	0.0%	.	.	-14.2%	5.6%	5.5%	4.5%	-12.9%	0.7	69
> CCOc1ccc(S(=O)(=O)N2CCCCCC2)cc1
→ i	10.5	-0.2%	9.9	788	14.0%	4.2%	4.9%	-5.6%	6.6%	-0.4	58
> CCOc1ccc(NC(=O)COc2nsnc2N2CCOCC2)cc1
→ i	26.7	0.1%	5.1	696	-9.9%	3.3%	5.8%	7.2%	-7.8%	0.6	52
> Cc1cccc(N(C(=O)Cn2nnc(-c3ccc(F)cc3)n2)C(C(=O)NC(C)(C)C)c2ccncc2)c1 (centres undefined)
→ i	49.1	-0.1%	2.9	710	22.1%	3.3%	-2.4%	9.7%	-4.4%	2.2	77
> CN(/N=C/C=C/c1ccccc1)c1cc(=O)n(C)c(=O)[nH]1
→ i	12.2	-0.2%	28.4	731	-5.1%	1.0%	2.2%	5.8%	4.7%	0.9	81
> COc1ccc(-c2[nH]ncc2CN(C)Cc2nonc2C)c(OC)c1
→ i	14.6	0.7%	-5.4	719	1.1%	-5.1%	-0.2%	7.9%	-11.6%	-0.6	54
> CCCCCn1c(CCC(=O)Oc2ccccc2OC)nc2c1c(=O)[nH]c(=O)n2CCCC
→ i	59.4	-0.2%	14.1	772	-12.5%	3.6%	3.4%	9.8%	-5.0%	8.7	58
> CCOc1ccccc1CN1C(=O)NC(C)(c2ccccc2)C1=O (centres undefined)
→ i	25.1	0.2%	.	.	-1.6%	11.0%	3.3%	3.2%	-4.2%	-1.1	89
> Cc1cc(C)cc(NC(=O)COC(=O)COc2cccc3c2OC(C)(C)C3)c1
→ i	19.8	.	.	.	.	.	10.1%	0.4%	.	-0.1	58
> CCN1CCN(C(=O)c2cc3cc4ccc(OC)cc4nc3s2)CC1
→ i	24.6	-0.1%	-12.1	741	-2.3%	-5.9%	12.6%	7.9%	-6.7%	-1.0	88
> COc1cc(NC(=O)c2ccco2)c(C(=O)OCC(=O)c2c[nH]c3ccccc23)cc1OC
→ i	55.5	-0.4%	8.4	617	4.6%	-0.5%	21.1%	12.6%	5.6%	3.6	75
> S=C(NC1CC1)NC1CCCc2ccccc21 (centres undefined)
→ i	2.5	0.5%	-14.3	762	-8.9%	-7.8%	3.2%	-11.7%	-37.5%	-0.1	29
> Cc1nn(-c2ccccn2)c2nc(-c3cccs3)cc(C(=O)NCc3ccco3)c12
→ i	58.2	-0.1%	29.3	747	-9.7%	-9.1%	6.5%	16.8%	-6.6%	5.9	43
> COc1ccccc1N1CCN(S(=O)(=O)c2ccc3c(c2)CC(C)N3C(C)=O)CC1 (centres undefined)
→ i	35.0	-0.1%	-53.9	691	3.5%	77.8%	21.7%	7.7%	-7.7%	-0.5	59
> CC(C)Oc1ccc(OCCNC2CCCC2)cc1
→ i	44.1	-0.2%	-10.3	720	-4.7%	2.9%	1.3%	?	-5.9%	0.6	86
> Cn1c(SCc2ccc(Br)cc2)nnc1-c1ccccn1
→ i	34.1	-0.3%	4.8	850	-14.2%	-12.9%	10.4%	.	-9.4%	2.6	57
> CC(=O)OCCOCn1cnn2c(=O)c(Br)c(C)nc12
→ i	40.5	-0.1%	5.4	724	21.2%	14.6%	11.9%	-8.6%	-6.5%	2.0	57
> Cc1onc(-c2ccccc2)c1C(=O)NCCc1ccncc1
→ i	41.9	-0.1%	8.8	625	4.6%	4.1%	7.8%	-5.1%	-8.9%	-0.8	58
> Cc1nccc(-c2cccc(NC(=O)c3ccccc3Cl)c2)n1
→ i	54.6	-0.3%	-19.5	725	8.3%	-4.1%	10.2%	3.7%	-8.7%	0.2	41
> CC(=O)Nc1ccc(SCCCC(=O)c2ccccc2)cc1
→ i	31.7	-0.2%	44.9	762	6.4%	6.6%	28.7%	7.6%	-12.5%	-1.1	44
> CCOc1nc2ccccc2cc1/C=C/C(=O)O
→ i	3.0	0.1%	3.5	619	-6.3%	6.3%	-0.3%	10.3%	-4.8%	0.9	30
> CCN(CC)C(=O)C(=O)Nc1cc(C(F)(F)F)ccc1Cl
→ i	.	-0.1%	4.6	824	17.1%	9.2%	15.0%	5.7%	5.6%	0.7	107
> CC1(c2ccc(OC(F)F)cc2)NC(=O)N(CC(=O)Nc2cccc(F)c2)C1=O (centres undefined)
→ i	19.0	-0.2%	-2.8	808	20.7%	1.2%	0.2%	1.0%	-2.4%	4.3	45
> COc1ccc(NC(=O)C(=O)NNC(=O)COc2ccc(Cl)cc2)c(OC)c1
→ i	64.5	0.4%	17.5	890	18.5%	10.3%	6.7%	10.1%	-5.7%	1.6	65
> O=C(CN1CCCCCC1)Nc1c(Cl)cc(Cl)cc1Cl
→ i	52.0	0.2%	-8.3	789	5.0%	4.0%	24.8%	3.8%	-7.7%	-0.5	90
> COc1cccc(Oc2ccc(C(F)(F)F)cc2N)c1
→ i	43.8	0.3%	-9.0	578	7.1%	6.6%	-1.6%	0.8%	-0.2%	2.3	59
> COc1ccc(C(=O)Cn2c(NCCCO)nc3ccccc32)cc1OC
→ i	21.2	-0.1%	.	.	-1.4%	22.3%	3.4%	8.0%	-8.9%	-0.4	73
> C=CCNC(=O)c1cc(Cl)ccc1[N+](=O)[O-]
→ i	42.6	0.1%	-2.7	676	-27.9%	7.7%	18.6%	3.0%	-2.2%	-0.7	55
> COc1cccc(NC(=O)CSC2=NN3CCCC(=O)N=C3S2)c1
→ i	28.1	-0.1%	8.0	853	-23.2%	6.8%	-0.3%	-4.4%	-3.6%	0.9	46
> Cc1cccc(NC(=S)N2CCCCCC2)c1C
→ i	7.1	0.4%	-13.8	657	-13.4%	-10.9%	-0.7%	8.9%	-5.3%	-1.2	50
> Cc1ccc(-c2csc(NC(=O)C3CC(=O)N(Cc4ccco4)C3)n2)cc1 (centres undefined)
→ i	61.3	-0.1%	2.6	685	9.9%	13.3%	0.9%	-1.3%	-1.7%	3.3	63
> CC1SCC(=O)N(CC(=O)NCCc2ccccc2)C1=O (centres undefined)
→ i	22.7	-0.3%	5.9	728	-4.2%	-7.3%	10.6%	5.2%	-1.7%	0.0	72
> CCOc1cc(N2CCOCC2)c(OCC)cc1NC(=O)Cn1cnc2c(=O)n(C)c(=O)n(C)c21
→ i	50.4	-0.4%	6.4	698	16.7%	-3.0%	-4.6%	3.7%	-5.5%	-0.2	63
> COc1ccc(Cc2noc(CN3CCCC(C(=O)c4cccs4)C3)n2)cc1OC (centres undefined)
→ i	29.3	0.0%	-14.2	730	-2.4%	-12.5%	1.8%	8.8%	-4.2%	2.1	82
> COc1ccc(-c2c(C(C)=O)c(C)n(C)c2C)cc1
→ i	36.8	-0.5%	1.7	724	7.0%	-4.6%	8.5%	2.5%	-6.8%	0.0	37
> Nc1ccccc1SCC(O)Cn1ccc2ccccc21 (centres undefined)
→ i	19.0	-0.1%	.	.	-4.2%	16.9%	11.7%	11.2%	-8.4%	-0.9	87
> CCn1c(C)nc2cc(C(=O)NNC(=O)CCC3CCCCC3)ccc21
→ i	14.4	-0.2%	0.0	703	5.1%	-12.7%	1.4%	9.4%	-6.4%	1.6	88
> COc1cccc(/C=N/NC(=O)CN2CC(c3ccccc3)CC2=O)c1OC (centres undefined)
→ i	42.0	0.4%	-1.2	727	-6.8%	11.8%	12.7%	13.6%	-4.6%	-1.6	93
> COc1ccc(C2C(C(=O)N3CCC(C)CC3)c3ccccc3C(=O)N2C)cc1 (centres undefined)
→ i	24.8	-0.3%	-39.8	729	-22.4%	-6.6%	13.2%	3.2%	-0.1%	3.1	91
> O=c1c2ccccc2nc(/C=C/c2ccccc2)n1CCc1ccccc1
→ i	26.3	0.1%	12.0	636	11.8%	3.1%	8.0%	4.5%	2.2%	6.7	44
> Cc1cc([N+](=O)[O-])nn1CC(=O)N1c2ccccc2CC1C (centres undefined)
→ i	19.9	-0.4%	31.1	716	-7.1%	6.8%	11.7%	5.2%	-3.0%	-0.5	84

Rows were taken by chance. Share with any hit: about 1.8%.
